SKKanGAS inh: inhibitors of SKKanGAS S. pyogenes growth in kanamycin (SK-promoter or general growth effect) | inhibition, % at 7.5 µM | BacTiter-Glo, 6 h | AID 1662 | 300,000 tested, 1.3% active;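 active means mean replicate score, as percent of positive control median, at least 50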;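 further: strain carries kanamycin resistance gene driven by streptokinase promoter and grows in 40 µg/ml kanamycin; loss of luminescence reflects streptokinase promoter inhibition or plain growth inhibition; 0% = median of DMSO wells and 100% = positive control at its reference dose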
HSF1 inhib: HSF1 inhibition. activity change, negative = inhibition, % at 7.5 µM (by protocol). 300,000 tested, 0.77% active. NIH3T3-HGL HSE-luciferase, MG132-induced, luminescence 8 h; stronger effect = lower value. AID 2098;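 active means more than half of replicate wells show activity change below -50%, luminescence cut by over half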;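 further: luciferase reports HSF-1 transcriptional activity via heat shock element; 0% = median of DMSO wells and -100% = zero luminescence signal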
KLF5 inh: suppresses KLF5 promoter-driven expression; DLD-1 KLF5 promoter-luciferase reporter, luminescence; inhibition, % at 5 µM; 290,000 tested, 0.23% active; AID 1700;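 active means inhibition above a per-plate limit of that plate's mean compound inhibition plus 3 SD, cut at about 60% in these data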;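 further: 0% = DMSO wells and 100% = LY294002 at 200 µM; higher means less KLF5 promoter-driven luciferase light; inactives centre near -14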
Platelet DG rel: platelet dense granule release activity; 300,000 tested, 0.22% active; inhibition, %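 (compounds screened at 7.5 µM in platelet-rich plasma)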; human platelet-rich plasma, SFLLRN dense granule ATP release, luminescence;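 active means mean replicate score, as percent of positive control, at or above 50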
aSyn UTR inh: 5' untranslated region of α-synuclein, MLPCN primary screen. alpha-synuclein 5'UTR reporter, inhibitor activity. inhibition, % (tested at 7.5 µM). 300,000 tested, 0.82% active; in the data active means inhibition above about 60%;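 further: H4 neuroglioblastoma cells stably carrying SNCA 5'UTR luciferase fusion; 0% = DMSO wells and 100% = positive control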
AI-2 QS modul: Vibrio harveyi AI-2 quorum sensing modulation; Vibrio harveyi JMH597 AI-2 luminescence/OD600 ratio, 9 h; stronger effect = lower value; strain lacks LuxN and CqsS sensors; 0 = neutral-control median; activity change, % at 7.5 µM; 300,000 tested, 0.4% active; AID 2094; in the data active means activity change below about -75%, passing the limit was not always enough;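 further: luminescence divided by OD600 gain over 9 h not by final OD600 alone; inactives centre near 13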
HIF activator: HIF pathway transcriptional activation. U2OS HRE-luciferase reporter, luminescence; normalized: DMSO 0%, desferrioxamine 100%. activation, % at 7.5 µM (by protocol). 300,000 tested, 0.32% active. AID 1910;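 active means mean activation of at least 10% of the iron chelator positive control signal, with at least half of replicates also reaching 10%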
HSF1 activator: increases HSF-1 driven luciferase reporter signal. NIH3T3-HGL HSF-1 luciferase reporter, MG132, 8 h; 100% = twice DMSO control signal. activation, % at 9 µM. 300,000 tested, 1.7% active. AID 504408;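 active means mean replicate activation of at least 50% with a set share of replicates each reaching 50%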;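 further: 0% = median of the neutral control wells and 100% = twice that signal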
IEC-6 cytotox: IEC-6 cytotoxicity, counter-screen for KLF5 inhibitors; inhibition, % at 5 µM; luminescence viability; 290,000 tested, 0.78% active; AID 1825; in the data active means inhibition above about 22%;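 further: 0% = plate median of test compound wells and 100% = cytotoxic reference compound wells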
HSP90 inh: HSP90 refolding inhibition in rabbit reticulocyte lysate. luciferase refolding luminescence, 3 h. inhibition, % at 5.6 µM. 290,000 tested, 0.91% active. AID 1789;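 active means inhibition above the screen-wide mean plus 3 SD, computed separately per campaign, cut at about 16% in these data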;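 further: 0% = DMSO wells and 100% = 60 µM geldanamycin wells; inhibitors lower the luminescence because luciferase stays unfolded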
The depositor's hits bear a star; nt = not tested or not shown.

SMILES	SKKanGAS inh	HSF1 inhib	KLF5 inh	Platelet DG rel	aSyn UTR inh	AI-2 QS modul	HIF activator	HSF1 activator	IEC-6 cytotox	HSP90 inh
CCOc1nc(Nc2ccccc2F)nc(OCC)n1	-3	-1	-11	-5	34	2	0.8	4	5	3
CCC(=O)N1CCc2cc(S(=O)(=O)CCC(=O)Nc3cccc(F)c3)ccc21	1	-2	-5	-1	8	27	-0.3	-1	-4	-3
CC1CCN(c2nc3ccccn3c(=O)c2C=O)CC1	-7	-4	-39	-5	-3	8	-0.8	-4	4	1
CC(C)OCCCNC(=O)CN1C(=O)CC(C)(C)S(=O)(=O)c2ccccc21	4	-3	-70	4	-27	49	0.1	8	-5	0
CCN(CC)CCN(C(=O)c1ccc(S(=O)(=O)N2CCCC2)cc1)c1nc2cc(C)cc(C)c2s1	3	-5	-20	-3	26	3	0.1	7	3	1
CC(C)CNC(=O)c1cccc(NC(=O)Cc2ccc(Br)cc2)c1	-4	-4	-23	-24	25	50	-0.7	-3	-2	-1
Cc1ccc(OCCNC(=O)Cn2cnc3c(=O)n(C)c(=O)n(C)c32)cc1C	1	-9	2	-2	-18	16	-0.2	20	1	1
CS(=O)(=O)N(CC(=O)N1CCC(C(N)=O)CC1)Cc1ccc(Cl)c(Cl)c1	1	-2	-23	23	21	15	-2.2	14	-1	-1
COC(=O)c1ccc(Oc2c(Cl)cccc2[N+](=O)[O-])cc1	0	-4	-17	-4	-28	11	-0.5	-1	0	-2
CCC(C)CNC(=O)c1cccc(OC2CCN(CC(C)(C)C)CC2)c1 (configuration not stated)	-3	-36	-27	-6	-19	21	0.2	-49	0	4
Cc1ccc(NC(=O)Cn2c(=O)c(C)nc3ccccc32)cc1	3	2	-6	1	12	4	-0.3	2	6	-1
Cc1ccc(OCCn2c(CCCO)nc3ccccc32)cc1	-2	-5	-46	2	30	12	-0.2	14	-8	-1

The final 3 entries of the section above open the next one.
SMILES	SKKanGAS inh	HSF1 inhib	KLF5 inh	Platelet DG rel	aSyn UTR inh	AI-2 QS modul	HIF activator	HSF1 activator	IEC-6 cytotox	HSP90 inh
CCC(C)CNC(=O)c1cccc(OC2CCN(CC(C)(C)C)CC2)c1 (configuration not stated)	-3	-36	-27	-6	-19	21	0.2	-49	0	4
Cc1ccc(NC(=O)Cn2c(=O)c(C)nc3ccccc32)cc1	3	2	-6	1	12	4	-0.3	2	6	-1
Cc1ccc(OCCn2c(CCCO)nc3ccccc32)cc1	-2	-5	-46	2	30	12	-0.2	14	-8	-1
C=CCOc1c(Br)cc(/C=N/NC(=O)Cc2ccc(C(F)(F)F)cc2[N+](=O)[O-])cc1OC	1	6	-32	-4	5	15	-0.6	3	4	-8
O=c1c2oc3ccccc3c2ncn1Cc1cccc(Cl)c1	5	0	15	-12	-6	16	0.5	12	1	-1
COc1ccc(OC)c(NC(=O)COC(=O)c2ccc(-n3cnnn3)cc2)c1	-8	-7	-7	0	4	15	0.1	-26	2	0
Cc1ccc(S(=O)(=O)NCC(=O)N2CCC(C)CC2)cc1	-6	10	1	-18	-5	16	-0.2	24	0	-2
CCN(CC)S(=O)(=O)N1CCC(C(=O)NC(C)CCc2ccccc2)CC1 (configuration not stated)	1	-9	-13	-5	10	12	-0.1	-3	3	-4
COCCCNC(=O)CCn1c(=O)c2ccccc2n(CC(=O)NCCc2ccc(OC)c(OC)c2)c1=O	-1	-6	-19	7	4	8	0.0	-13	-3	0
CCCCn1c(N)c(N(CCC(C)C)C(=O)C2CC(=O)N(c3ccccc3OCC)C2)c(=O)[nH]c1=O (configuration not stated)	nt	-11	-28	1	-2	9	-0.9	-19	-1	-1
Cc1nnc(N/N=C/c2cccc(OCc3ccc(Cl)c(Cl)c3)c2)n1N	8	83	-137	2	-83	13	-0.1	128*	98*	8
Cc1cc(C(=O)OCC(=O)Nc2ccc(F)c(F)c2F)c(C)o1	4	0	-11	-1	28	-63	-0.4	-4	1	1
O=C(O)COn1c(-c2ccccc2)nc2ccc(Cl)cc21	-4	0	-26	-6	-8	32	2.7	6	2	-2
CC1=NN(C(=O)c2ccc(Cn3nc(C)c([N+](=O)[O-])c3C)cc2)C(O)(C(F)(F)F)C1 (configuration not stated)	3	-4	-21	-5	19	-1	-0.4	11	4	1
CCC(C)(C)NC(=O)CN(C(=O)c1ccc(N2CCCC2)nc1)c1ccc(F)cc1	0	-3	-55	-6	6	10	-22	-4	2	1

Three compounds out of the list above, arranged by the value under Platelet DG rel, high to low:
SMILES	HSF1 inhib	KLF5 inh	Platelet DG rel	aSyn UTR inh	AI-2 QS modul	HSF1 activator	HSP90 inh
COCCCNC(=O)CCn1c(=O)c2ccccc2n(CC(=O)NCCc2ccc(OC)c(OC)c2)c1=O	-6	-19	7	4	8	-13	0
CC1CCN(c2nc3ccccn3c(=O)c2C=O)CC1	-4	-39	-5	-3	8	-4	1
CC(C)CNC(=O)c1cccc(NC(=O)Cc2ccc(Br)cc2)c1	-4	-23	-24	25	50	-3	-1

Continued:
SMILES	SKKanGAS inh	HSF1 inhib	KLF5 inh	Platelet DG rel	aSyn UTR inh	AI-2 QS modul	HIF activator	HSF1 activator	IEC-6 cytotox	HSP90 inh
CCn1c(CSc2nc3ccccc3s2)nnc1SCC(=O)c1ccc2c(c1)OCCO2	14	4	-20	1	10	58	0.3	9	0	2
CCCC[C@@H]1CN=C(N)N1CCCC	-1	1	nt	-1	0	12	0.2	2	nt	nt
Cc1ccc(-n2ncc3c(SCC(=O)Nc4cc(C)on4)ncnc32)c(C)c1	-3	-3	-23	21	-9	6	-1.3	-20	0	3
CCCCOc1ccc(C(=O)N(CC)CC(=O)NCc2cccs2)cc1	-13	6	-15	-9	-17	50	0.2	25	2	-5
CCc1noc(C)c1C(=O)N1CCN(S(=O)(=O)c2ccc(C)cc2C)CC1	-3	-5	nt	-15	18	2	-0.3	7	nt	nt
NC(=O)C1CCN(C(c2ccccc2Cl)c2nnnn2Cc2ccc3c(c2)OCO3)CC1 (configuration not stated)	-2	-8	2	1	-1	-31	-12	-20	0	2
CCCCC(=O)N/N=C/c1ccc(-c2ccc([N+](=O)[O-])cc2)o1	-8	4	-12	11	8	15	0.9	-12	1	0
COc1ccccc1CCNC(=O)C(=O)Nc1cc2c3c(c1)CC(=O)N3CCC2	5	0	nt	0	18	16	0.2	12	nt	nt
CCc1c(C)nc2c(C)cccc2c1SCCC#N	1	-7	0	-4	12	18	-0.5	-7	3	3
COc1cccc(/C=C/c2nc(C#N)c(NCC(C)C)o2)c1	5	16	22	4	10	5	-0.3	22	7	1
c1ccc2c(c1)CCN2CCN1CCc2ccccc21	3	6	-11	25	-22	16	0.8	2	1	3
COc1cc2c(cc1OC)CN(C(=O)C(CCSC)NS(=O)(=O)c1ccc(C)cc1)CC2 (configuration not stated)	-1	-1	0	-3	6	18	0.0	-6	2	-1

An excerpt of these results, with values under each structure.
Second line of a record: SKKanGAS inh	HSF1 inhib	KLF5 inh	Platelet DG rel	aSyn UTR inh	AI-2 QS modul	HIF activator	HSF1 activator	IEC-6 cytotox	HSP90 inh
CCCC[C@@H]1CN=C(N)N1CCCC
→ -1	1	nt	-1	0	12	0.2	2	nt	nt
Cc1ccc(-n2ncc3c(SCC(=O)Nc4cc(C)on4)ncnc32)c(C)c1
→ -3	-3	-23	21	-9	6	-1.3	-20	0	3
CCCCOc1ccc(C(=O)N(CC)CC(=O)NCc2cccs2)cc1
→ -13	6	-15	-9	-17	50	0.2	25	2	-5

More results.
SMILES	SKKanGAS inh	HSF1 inhib	KLF5 inh	Platelet DG rel	aSyn UTR inh	AI-2 QS modul	HIF activator	HSF1 activator	IEC-6 cytotox	HSP90 inh
CCC(=O)N1CCc2cc(S(=O)(=O)NCCc3ccc(S(N)(=O)=O)cc3)ccc21	0	0	-8	-9	20	17	0.3	-12	0	1
CCOc1ccccc1OCc1nn2c(COc3ccccc3)nnc2s1	-6	10	0	4	-19	5	-0.1	21	1	0
O=C(c1ccccc1)N1CCCC(C(=O)N2CCCCC2)C1 (configuration not stated)	-3	-9	4	-2	5	3	-0.3	-19	-1	-2
Cc1cccc(NC(=O)NNC(=O)CCc2ccccc2)c1	-4	-3	-19	8	-21	2	-0.4	3	-10	-6
O=C(C[n+]1cccc2ccccc21)c1ccccc1	-7	-1	-13	2	-25	22	0.2	-9	-1	-3
O=C(c1ccc(CS(=O)(=O)Cc2ccc(Cl)cc2)o1)N1CCCC1	7	8	-11	-5	-1	5	-0.1	12	-8	-4
COC(=O)COc1ccc(-c2nn(C)c(=O)c3ccccc23)cc1	-1	1	12	0	11	11	-0.9	30	3	-1
COCCOC(=O)/C(=C\c1cc(C(C)(C)C)c(O)c(C(C)(C)C)c1)C(C)=O	18	6	-10	-2	12	17	-0.2	-2	3	2
Cc1ccc([N+](=O)[O-])cc1N/C=C1\CCCCC1=O	1	9	-15	3	-33	10	2.5	25	-2	2
Cc1ccnc(NCc2cc(C)ccc2O)c1	1	14	-46	2	-69	7	1.9	28	-5	-5
COP(=O)(OC)c1nc(-c2cccc3ccccc23)oc1N1CCCCC1	5	4	-8	19	30	20	0.0	13	0	-1
CCOC(=O)C1CSC(CC(=O)Nc2ccc(OC(F)(F)F)cc2)C(=O)N1 (configuration not stated)	0	0	-12	-6	4	25	-0.2	-13	-5	0
Cc1cccc(CC(=O)Nc2ccc(C(=O)N3CCOCC3)cc2)c1	-2	-1	-1	4	-23	21	0.1	5	-2	-5
Cc1nn(-c2ccccc2)c(Cl)c1/C=C(\CC(=O)O)c1nc2ccccc2s1	21	-2	14	-3	2	30	-0.3	-5	-5	2
Cc1cccc(C)c1NC(=O)Cn1cc(C=O)c2ccccc21	1	-5	-58	10	1	11	0.3	-4	0	-4
O=C(CNC(=O)c1ccc(=O)[nH]c1)Nc1ccc(F)c(F)c1	-1	4	-20	10	-13	24	-0.1	2	-1	2
CC(C)C[C@H](NC(=O)C1CCC(CNC(=O)[C@@H]2CCCN2C(=O)OC(C)(C)C)CC1)C(=O)O (some centres not stated)	0	-8	-37	0	-4	16	0.5	-17	2	-4
O=S(=O)(c1cc(O)ccc1O)c1cccc2c(S(=O)(=O)c3cc(O)ccc3O)cccc12	15	0	nt	0	-5	-60	0.2	9	nt	nt
O=C(Cn1c(NCCCO)nc2ccccc21)c1ccco1	-1	-7	13	-1	12	17	0.0	-16	1	16*
Cc1ccc(/C(=N\O)c2oc3c(C)c4oc(=O)cc(C)c4cc3c2C)cc1	36	20	-58	4	-1	26	0.0	37	2	0
O=C(C1CCCN(Cc2nc(-c3cccs3)no2)C1)N1CCOCC1 (configuration not stated)	-5	-4	-9	16	4	5	0.1	5	0	0
COc1cc(/C=N/NC(=O)CNc2n[nH]c(=O)[nH]c2=O)ccc1O	-4	-15	-33	7	-18	5	-0.6	11	-6	1

Printed as active in HSF1 activator, among the entries above:
Molecule | HSF1 inhib | KLF5 inh | Platelet DG rel | aSyn UTR inh | AI-2 QS modul | HSF1 activator | HSP90 inh
Cc1nnc(N/N=C/c2cccc(OCc3ccc(Cl)c(Cl)c3)c2)n1N | 83 | -137 | 2 | -83 | 13 | 128* | 8

Source: PubChem (several laboratories)
